Compound activity: PubChem BioAssay, several laboratories
ROMK primary: modulators of human ROMK potassium channel; Tet-inducible ROMK, thallium flux fluorescence; actives lie on both sides; B-score at 10 µM; 130,000 tested, 2% active;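 active = signal ratio slope over the read window, or its plate-corrected B-score, at least 3 SD from the plate mean, either direction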;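 also: B-score of the F/F0 ratio slope over 7 to 12 s after thallium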
bIAP inh: blocks bovine intestinal alkaline phosphatase activity | purified bovine IAP, CDP-star luminescence, 30 min | AID 1019 | inhibition, % at 20 µM | 190,000 tested, under 10 active;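 active = over 50% inhibition of intestinal alkaline phosphatase at 20 µM in the single-dose screen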
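System: purified bovine intestinal alkaline phosphatase (IAP) enzyme; Input: IAP diluted 1/65,000,000 in the well; Measured by: CDP-star luminescence signal; Compound dosing: 20 µM single dose; Incubation: 30 min reaction at room temperature.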
DTT redox prof: compounds producing H2O2 with reducing agent – biochemical, NIH compound library profiling, artefact control for MLSCN library redox annotation, primary screen; AID 878; activation, % at 10 µM; 200,000 tested, 0.03% active; DTT-dependent redox cycling H2O2, phenol red/HRP absorbance; 100% = 100 µM peroxide control, 0% = buffer;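 active = activation of at least 50% relative to the plate's high and low controls in the primary single-dose screen; inactive = activation below 50%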;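 also: compound incubated with DTT at 0.8 mM final as the reducing agent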
bIAP act: increases bovine intestinal alkaline phosphatase activity | purified bovine IAP, CDP-star luminescence, 30 min; hits give high values; fold of DMSO-control signal, blank-subtracted | activation factor at 20 µM | 200,000 tested, 0.17% active | AID 1016;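 active = activation factor of 2 or more at 20 µM, a signal rise over negative controls twice the positive control's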
PPARg SRC1 recr: PPARgamma-driven SRC-1 recruitment agonism; PPARgamma-SRC-1 coactivator recruitment biochemical assay; activation, % at 8 µM; 200,000 tested, 0.41% active; AID 631; in the data active = activation above about 19%;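 also: 0% = DMSO and 100% = reference agonist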
Target sequence (P37231 whole entry, looked up): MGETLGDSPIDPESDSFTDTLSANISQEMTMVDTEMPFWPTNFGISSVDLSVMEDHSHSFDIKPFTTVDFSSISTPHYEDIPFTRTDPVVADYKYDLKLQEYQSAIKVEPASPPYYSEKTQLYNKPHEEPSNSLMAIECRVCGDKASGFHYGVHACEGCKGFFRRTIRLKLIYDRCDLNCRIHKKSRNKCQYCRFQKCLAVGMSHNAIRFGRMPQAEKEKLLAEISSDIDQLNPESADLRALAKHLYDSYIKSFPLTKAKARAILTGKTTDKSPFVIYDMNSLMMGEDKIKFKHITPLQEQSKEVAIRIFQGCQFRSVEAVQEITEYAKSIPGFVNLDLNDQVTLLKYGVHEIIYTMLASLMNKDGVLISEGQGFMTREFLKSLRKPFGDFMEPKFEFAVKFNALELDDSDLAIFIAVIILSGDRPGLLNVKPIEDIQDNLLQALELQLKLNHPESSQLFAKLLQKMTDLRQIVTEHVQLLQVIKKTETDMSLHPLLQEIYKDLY
TLR4-MyD88 BLA: TLR4-MyD88 interaction inhibition in cells. HeLa CL3-4 TLR4/MyD88 BLA complementation, FRET ratio. 200,000 tested, 0.18% active. inhibition, % at 8.4 µM. AID 861. O00206+Q99836; in the data active = inhibition above about 25%;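 also: 0% = vehicle and 100% = reference inhibitor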
PPARg SRC-2 ag: agonists of SRC-2 recruitment by human PPARgamma | activation, % at 8 µM | 200,000 tested, 0.34% active | PPARgamma LBD-SRC-2 recruitment, biochemical | P37231; in the data active = activation above about 22%;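 also: 0% = vehicle and 100% = reference agonist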
S1P3 antag: S1P3 (human) receptor antagonism | CHO S1P3 NFAT-BLA reporter, FRET fluorescence, antagonist mode | Q99500 | inhibition, % at 4.98 µM | AID 485 | 170,000 tested, 0.27% active;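 active = inhibition above the plate cutoff, the mean inhibition of test wells on that plate plus 3 SD, cut at about 28% in these data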;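 also: cells challenged with S1P at its EC80 of 0.8 µM; blue over green emission ratio from cleaved BLA substrate after 4 h stimulation; 0% = S1P-stimulated wells and 100% = unstimulated DMSO-only wells; some compounds past the cut are filed as inactive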
Target sequence (Q99500 whole entry, looked up): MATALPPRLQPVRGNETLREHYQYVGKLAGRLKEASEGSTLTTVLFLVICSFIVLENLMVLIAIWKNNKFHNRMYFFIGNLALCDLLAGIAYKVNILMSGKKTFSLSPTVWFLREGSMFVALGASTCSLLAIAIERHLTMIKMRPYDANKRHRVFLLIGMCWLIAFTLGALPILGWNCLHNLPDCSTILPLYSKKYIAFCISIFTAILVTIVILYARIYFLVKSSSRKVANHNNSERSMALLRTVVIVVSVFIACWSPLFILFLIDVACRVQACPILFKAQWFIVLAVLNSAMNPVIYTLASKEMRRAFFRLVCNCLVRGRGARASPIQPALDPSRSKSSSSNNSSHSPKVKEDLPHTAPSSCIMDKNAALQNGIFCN
PPARg SRC3 recr: agonists of human PPARgamma SRC-3 coactivator recruitment; P37231; biochemical PPARgamma/SRC-3 coactivator recruitment assay; activation, % at 8 µM; 200,000 tested, 0.26% active; AID 731; in the data active = activation above about 23%;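 also: 0% = DMSO and 100% = reference agonist; some compounds past the cut are filed as inactive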
Lmaj promast: inhibitors of Leishmania major promastigote growth | Leishmania major promastigotes, resazurin fluorescence viability | inhibition, % at 10 µM | 200,000 tested, 9% active | AID 1063; in the data active = inhibition above about 50%;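 also: promastigotes grown with compound for 44 hours at 28 °C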
SRC2 TRFRET art: flags TR-FRET format artefacts in PPARgamma SRC-2 recruitment agonist screen. 200,000 tested, 0.4% active. TR-FRET artefact counter-screen; hits give high values. TR-FRET ratio at 8 µM; in the data active = TR-FRET ratio above about 2000; also: inactives centre near 1500; reference of the scale not given here
* = called active by the depositor; . = no result given.

Screens in order: ROMK primary	bIAP inh	DTT redox prof	bIAP act	PPARg SRC1 recr	TLR4-MyD88 BLA	PPARg SRC-2 ag	S1P3 antag	PPARg SRC3 recr	Lmaj promast	SRC2 TRFRET art
- COCCNC(=O)[C@H](C)[C@H]1C[C@]1(C)[C@H](NC(=O)OCc1ccccc1)c1ccccc1
 : -0.078	13	-0.7	0.9	8	-8	12	-5	2	3	1572
- O=C(O)CC1Sc2nc3ccccc3n2C1=O (stereo not drawn)
 : 0.15	6	-0.1	0.9	1	-4	0	.	1	-3	1632
- O=C(Nc1ccncc1)C1CCN(S(=O)(=O)c2cccs2)CC1
 : -0.55	2	-1.9	1	10	-1	6	4	0	0	1441
- O=C(CCc1nnc(-c2ccsc2)o1)N1CCCCC1CCn1ccnc1 (stereo not drawn)
 : -2	-11	-0.4	1.1	8	3	6	-20	1	6	1753
- CCOC(=O)N1CCC(Nc2c(NCCCN(C)Cc3ccccc3)c(=O)c2=O)CC1
 : .	-11	-1.9	1.1	7	-2	2	15	0	-1	1605
- CCC(C)N(C(=O)CSc1nc(-c2ccccc2)cs1)C1CCS(=O)(=O)C1 (stereo not drawn)
 : 0.06	6	0.2	0.9	6	-7	6	.	0	7	1549
- O=C(CN1CCOc2ccccc21)N1CCC(Cc2ccccc2)CC1
 : .	.	-0.9	.	-3	-4	-10	-11	2	6	1487
- O=C1C2C3C=CC(C3)C2C(=O)N1CCN1CCN(S(=O)(=O)/C=C/c2ccccc2)CC1 (stereo not drawn)
 : -0.71	-12	-0.8	1.1	-4	-15	-6	-10	-4	18	1456
- CCCCCc1c(C)nc(Nc2ccccc2)[nH]c1=O
 : .	29	2.8	0.7	-7	-10	-7	-6	2	13	1504
- COc1ccc(CCCC(=O)N/N=C/c2ccc(C)cc2)cc1
 : 0.57	-4	-0.6	1	3	-4	2	-9	3	2	1526
- Cc1ccc2nc(SCC(=O)c3ccc4c(c3)OCO4)[nH]c2c1
 : .	-2	3.4	1	6	-11	12	.	5	84*	1629
- CSc1nccc(Oc2cccc(C#N)c2)n1
 : -0.0014	10	0.3	0.9	11	-5	7	0	1	42	1643
- CCOc1ccccc1N1CCN(C(=S)NCc2ccccc2)CC1
 : -0.17	-15	-0.6	1.1	-2	-5	2	-4	1	15	1521
- CCC(=O)Nc1nc2ccccc2n1Cc1ccc(Cl)cc1
 : -0.26	12	-0.3	0.9	-1	-13	1	-13	1	99*	1522
- CCOC(=O)c1cc(-c2ccc(Cl)cc2)nc2onc(C)c12
 : -0.051	18	0.0	0.8	2	4	6	.	6	2	1566
- O=C(Nc1ccccc1-c1nc2ccccc2s1)c1cccnc1
 : 0.27	16	0.5	0.8	0	-6	6	-3	2	95*	4568*
- COC(=O)c1sccc1-n1cccc1C(=O)C(=O)N1CCOCC1
 : -0.23	-18	-0.3	1.2	-5	14	-5	-27	-1	4	1570
- CCOc1ccc(S(=O)(=O)Nc2ccc(C(=O)N/N=C(\C)c3ccc(-n4ccnc4)cc3)cc2)cc1
 : 0.23	-18	-0.2	1.2	4	9	8	.	-3	14	1501
- Cc1ccc(N(C(=O)c2ccncc2)C2C=CS(=O)(=O)C2)cc1 (stereo not drawn)
 : .	2	-0.3	1	1	-7	8	4	4	-7	1592
- Cc1ccc(-c2nc3c(cnn3-c3ccccc3)c(=O)o2)cc1
 : -0.066	6	0.0	0.9	-4	-8	10	.	-7	-5	1578
- O=C/C(=C\Nc1ccccn1)c1nc2cc(Cl)ccc2o1
 : .	-17	3.2	1.2	1	13	10	.	-3	72*	1564
- Cc1cc(C)n(-c2ccc(C(=O)OC(C)C)cc2)n1
 : .	7	-5.0	0.9	3	4	12	.	2	-9	1533
- CCCCN(CC)CCNc1c(NC2CCN(C(=O)OCC)CC2)c(=O)c1=O
 : .	-10	-2.3	1.1	2	-8	1	-4	4	1	1683
- CCOc1ccc(C2C(C#N)=C(C)NC3=C2C(=O)c2ccccc23)cc1 (stereo not drawn)
 : 0.2	25	2.7	0.8	-6	2	-1	.	-16	7	1488
- Cc1ccccc1OCC(O)Cn1c(NCc2ccco2)nc2c1c(=O)n(C)c(=O)n2C (stereo not drawn)
 : -1	-10	0.3	1.1	3	8	4	1	9	8	1562
- Cc1onc(-c2ccccc2)c1C(=O)NCCc1ccc(S(N)(=O)=O)cc1
 : -0.94	7	0.9	0.9	4	-1	5	.	6	-6	1667
- CCSc1ccccc1C(=O)Nc1nncs1
 : .	-2	0.2	1	-2	-6	-2	1	-2	2	1597
- C=CCNC(=O)CSc1nc2cc(C(=O)OCC)ccc2n1CC
 : -0.081	-6	0.1	1.1	-1	20	16	.	5	40	1508
- C=CCn1c(-c2cccn(Cc3ccc(Cl)cc3Cl)c2=O)n[nH]c1=S
 : .	27	2.7	0.7	5	-1	3	.	9	-5	1641
- Cc1ccc(NC(=S)N(Cc2ccccc2)Cc2cccs2)c(C)c1
 : -0.035	-3	0.1	1	8	-15	5	1	-2	-1	1547
- COc1ccc(NC(=O)c2c(Nc3ccccc3)sc(C(=O)c3ccc(F)cc3)c2N)cc1
 : -0.57	14	0.0	0.9	11	5	8	.	8	0	1619
- COc1ccc(C(=O)c2c[nH]c(C(=O)NCc3ccco3)c2)cc1
 : -0.0046	5	-4.5	0.9	9	0	5	.	20	-5	1462
- COc1ccc(-c2[nH]ncc2-c2cscn2)c(O)c1
 : -1.6	-22	-1.9	1.2	9	11	-2	-15	2	0	1525
- CCn1c(=O)cc(OCC(=O)NCCCN2CCC(C)CC2)c2ccccc21
 : -0.17	3	-0.1	1	0	7	-4	5	-2	1	1558
- C=CCC1c2cccc(C(=O)O)c2C(=O)N1c1ccc(F)cc1 (stereo not drawn)
 : .	-10	0.9	1.1	1	0	8	8	1	-7	1686
- COc1ccc(C(=O)CCC(=O)O)cc1
 : .	0	-0.1	1	-6	-27	13	-5	6	-4	1736
- CCOc1ccc2oc(-c3ccccc3)c(C(=O)N3CCN(C)CC3)c2c1
 : .	4	2.1	1	1	7	6	2	3	5	1617
- COc1cccc(OCC(O)CN2CCOCC2)c1 (stereo not drawn)
 : .	8	0.2	0.9	11	-7	12	-4	0	1	1695
- NC(=O)C1(N2CCCCC2)CCN(C(=O)c2ccc(C#Cc3ccccc3)o2)CC1
 : -0.57	5	-0.2	0.9	-4	12	-9	44	-14	24	1464
- Cc1ccc(NC(=O)CSc2nnc(Cn3cnc4ccccc43)o2)c(C)c1
 : .	-11	2.9	1.1	0	-12	10	.	8	-7	1631
- N#CCSc1nc(-c2ccccc2)c2cc(Cl)ccc2n1
 : 0.0056	1	0.2	1	1	-5	4	21	-2	-5	1561
- O=C(COC(=O)c1ccc([N+](=O)[O-])s1)NC(=O)NCc1ccccc1
 : -0.033	-2	-0.9	1	-7	-3	0	-6	-1	93*	1460
- O=C(NCc1ccncc1)C(=O)NC1CC1
 : 0.7	8	-0.5	0.9	2	10	-5	-14	-3	-4	1609
- O=C(C1Cc2ccccc2O1)N1CCCCC1 (stereo not drawn)
 : .	14	-1.1	0.9	0	10	-3	-46	-4	-8	1460
- CCN(CC)C(=O)CN1C(=O)C2(NC(=O)c3ccccc3N2)c2ccccc21 (stereo not drawn)
 : .	-9	0.5	1.1	8	-17	2	2	6	-6	1436
- CN(C)/C=N/C(=S)Nc1cc(Cl)cc(Cl)c1
 : 0.23	-22	-0.3	1.2	2	7	-6	-2	-3	10	1516
- CCOC(=O)N1CCN=C1SCc1ccc(Cl)c(Cl)c1
 : -0.41	13	-0.5	0.9	6	0	7	-3	4	2	1704
- CCC(Oc1ccccc1)C(=O)Nc1ccc(S(=O)(=O)NCC2CCCO2)cc1 (stereo not drawn)
 : 0.019	-8	2.2	1.1	1	3	-6	-13	-12	3	1309
- O=C1c2cnccc2CN1Cc1ccccc1
 : .	-2	2.0	1	4	-6	-1	.	-4	-8	1500
- O=C(O)c1ccccc1CSc1ccccn1
 : 1.1	-4	-0.2	1	1	0	3	-1	-1	-8	1468
- CCN(CC)CC(=O)Nc1ccc(-c2ccc(NC(=O)CN(CC)CC)c(OC)c2)cc1OC
 : -0.45	8	0.4	0.9	4	-10	-4	-9	2	21	1325
- O=[N+]([O-])c1cccc(S(=O)(=O)NCCCN2CCOCC2)c1
 : 0.038	11	-0.7	0.9	5	0	16	-13	5	11	1810
- Cc1cc(SCC(=O)Nc2ccccc2C)nc(C)n1
 : .	-2	0.1	1	-1	-10	0	.	19	0	1710
- CCOC(=O)c1sc2nc(C(C)C)c3c(c2c1N)CCC3
 : .	.	0.1	0.3	2	-4	-2	-5	1	-1	1511
- CCCNC(=O)N1CCC(C(=O)c2ccc(F)cc2)CC1
 : .	4	2.2	1	2	-13	-1	.	-4	-5	1560
- CN(Cc1ccccc1)C(=O)COC(=O)c1cc(Cl)nc(Cl)c1
 : 1.3	8	-0.1	0.9	3	9	10	-7	2	-5	1784
- COC(=O)c1c(C)c(C)nc(N)c1C#N
 : .	2	1.7	1	-2	0	10	.	-14	-3	1456
- CCCOc1c(OC)cccc1C1CC(=O)Nc2cc3c(cc21)OCCO3 (stereo not drawn)
 : 0.91	1	0.1	1	1	5	3	5	1	3	1449
- CC(NC(=O)c1ccco1)C(c1cccs1)N1CCOCC1 (stereo not drawn)
 : .	-6	-1.9	1.1	4	-2	0	-28	4	-3	1623
- CCCOc1ccc(OCCSc2ncccn2)cc1
 : .	5	2.1	0.9	8	-4	6	-19	17	-7	1795

The results go on.
Screens in order: ROMK primary	bIAP inh	DTT redox prof	bIAP act	PPARg SRC1 recr	TLR4-MyD88 BLA	PPARg SRC-2 ag	S1P3 antag	PPARg SRC3 recr	Lmaj promast	SRC2 TRFRET art
- COc1ccc(/C=C/C(=O)N2CCN(S(=O)(=O)/C=C/c3ccccc3)CC2)cc1OC
 : 0.038	42	0.2	0.6	0	-9	4	2	5	-4	1549
- COc1ccc2cc(Br)ccc2c1CC(=O)NCC1CCCO1 (stereo not drawn)
 : -1	-2	-0.4	1	11	-2	-4	2	9	14	1588
- CCOC(=O)Nc1ccc2c(c1)OCO2
 : .	6	-0.5	0.9	-7	9	2	.	11	-2	1533
- Cc1ccc(C(=O)NNC(=O)c2ccco2)cc1
 : -0.74	18	-0.9	0.8	8	-14	9	1	10	-2	1662
- CC/C(=N/Nc1cccc(C)c1)c1cnnc(SC)n1
 : -4.1*	-3	1.2	1	2	-11	7	3	11	26	1737
- c1ccc(-c2noc(CN3CCc4sccc4C3)n2)cc1
 : 0.054	-15	-1.9	1.2	9	-1	10	0	4	6	1568
- COc1ccc(C(CNC(=O)c2ccc(S(=O)(=O)N(C)C)cc2)N2CCCCC2)cc1 (stereo not drawn)
 : 0.65	-11	-1.5	1.1	0	5	4	-10	0	4	1476
- Cc1nnc(NC(=O)CSc2nc(C3CCCCC3)nc3ccccc23)s1
 : .	23	-0.8	0.8	9	-5	16	.	5	2	1493
- Cc1cc(C)c2c(=O)[nH]c(SCC(=O)c3ccc(C)c(C)c3)nc2n1
 : -0.12	-1	0.3	1	3	3	9	9	0	-7	1629
- COc1cc(OC)cc(C(=O)Nc2ccc(-c3nc4ccccc4o3)cc2)c1
 : -1	2	-2.7	1	7	-10	7	34	2	29	1610
